# Source: PubChem BioAssay (several laboratories)
# Insulin prom inh: TRM-6 insulin promoter activity inhibition | TRM-6 cells (human fetal islet line), insulin promoter-eGFP reporter, imaging; reporter expression induced with tamoxifen | actives 0.9% (n = 130,000) | inhibition, % at 2 µM | AID 1273;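 active = inhibition above the mean plus 3 SD, with well images judged a real hit on visual review, cut at about 60% in these data, passing the limit was not always enough; inconclusive = inhibition over the cutoff but images rejected on review; inactive = inhibition not above the cutoff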
# sdo1 growth: sdo1-depleted yeast growth rescue; z-score at 10 µM; S. cerevisiae sdo1-depleted JHY4D growth rescue, OD600 30 h; stronger effect = higher value; pdr5 snq2 efflux-pump mutant strain; actives 0.21% (n = 140,000); AID 817;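 active = z-score above 3 at both the 24 hr and the 30 hr optical density reads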;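 note: z-score against mean and SD of all compound wells on the same plate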
# sdo1 growth Rescue 24 h: second read-out of sdo1 growth, no call of its own (marks repeat the call); z-score; S. cerevisiae sdo1-depleted JHY4D growth rescue, OD600; measured here: growth rescue at 24 h;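 0 is the plate mean of compound wells and units are plate SD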
# * = called active by the depositor; ? = inconclusive; · = not tested or not shown.
structure | Insulin prom inh | sdo1 growth | sdo1 growth Rescue 24 h
CN1CCc2nc(NC(=O)c3cccc(S(=O)(=O)N4CCc5ccccc54)c3)sc2C1 | 7 | 0.41 | 1
COCc1cc(=O)[nH]c2cc(NC(=O)C(F)(F)F)c(C)cc12 | · | 0.22 | 0.29
O=C(CS(=O)(=O)Cc1ccccc1)Nc1nnc(C2CCCCC2)s1 | 0 | 1.4 | 1.2
O=C(Nc1ccccc1)c1ccc[n+](Cc2ccc([N+](=O)[O-])cc2)c1 | -46 | 1 | 0.63
NC(=O)C1CCN(C(=O)CSc2nc3ccccc3[nH]2)CC1 | 18 | 0 | 0.07
CN1CCC(OC(=O)c2ccc(Br)cc2)CC1 | -53 | · | ·
Cc1cc(=O)[nH]c(N/N=C/c2ccco2)n1 | -14 | -0.55 | -1.3
O=C(Nc1cccnc1)c1ccc(Cl)c(S(=O)(=O)N2CCCCCC2)c1 | 3 | -0.35 | -0.64
Cc1cc(C)nc(SCCn2c(N(C)Cc3ccccc3)nc3c2c(=O)n(C)c(=O)n3C)n1 | -6 | -0.3 | -0.38
CC1(C)Cc2c(c(N3CCOCC3)nc3snc(N)c23)CO1 | ? | -0.46 | -0.23
C/C(=N\OC(=O)C1CC1)C1CC1c1ccc(F)cc1 (stereo unspecified) | 27 | · | ·
CC(C)(C)c1csc(NC(=O)c2ccncc2)n1 | 58 | · | ·
O=C(CCOc1ccccc1F)N1CCN(c2ccccc2O)CC1 | 0 | · | ·
CN(CC(=O)Nc1ccc(F)cc1)C(=O)COc1ccc(C(=O)c2ccccc2)cc1 | 0 | 0.89 | 0.65
CC(=O)c1c(COC(=O)c2ccncc2)nc2ccccc2[n+]1[O-] | · | 0.04 | -0.44
CC(CCc1ccccc1)NC(=O)c1ccccc1 (stereo unspecified) | -41 | -0.59 | -0.06
CCC(=O)/C=C1/Sc2ccccc2N1CC | -329 | 0.65 | 0.76
COc1ccc2cnn(-c3ccc(C)cc3)c(=O)c2c1OC | 38 | -0.57 | -0.77
COc1ccc(-n2c(SC)nc(O)c(Cc3ccccc3)c2=O)cc1 | · | -0.01 | -0.29
O=C(NCC1CCCN(C(=O)NCc2ccccc2)C1)c1ccc2c(c1)OCO2 (stereo unspecified) | -19 | · | ·
O=C(C1CCCCC1)N1CCN(S(=O)(=O)c2ccc(Cl)cc2)CC1 | · | 1.3 | 1.1
O=c1[nH]c(NCCCO)nc2c1C1(CCCC1)Cc1ccccc1-2 | 30 | 0.87 | 0.42
O=C(NC1CCCCC1)N1CCN(C(c2ccccc2)c2ccccc2)CC1 | -13 | -1.9 | -1.3
Cc1ccccc1OCC(O)CN1CCCCC1 (stereo unspecified) | 0 | · | ·
CC(=O)c1cnc(Nc2nc(C)c3cc(C)c(C)cc3n2)nc1C | 11 | 0.56 | 2
CS(=O)(=O)N1CCN(C(=O)CCC2CCCC2)CC1 | 35 | 0.95 | 0.78
COc1ccc(C)cc1NC(=O)C(=O)NCc1ccncc1 | -10 | 1.1 | 0.43
COc1ccc(Nc2nc(Cl)nc(NCc3ccco3)n2)c(OC)c1 | · | -0.84 | 1.4
Cc1cc2oc(C(=O)NCc3ccc4c(c3)OCO4)c(C)c2cc1C | 20 | -1.2 | 0.64
Cn1c(=O)c2c(nc(NCCCO)n2Cc2cccc(Br)c2)n(C)c1=O | -31 | 0.11 | 0.25
CC1(C)Cc2c(sc3nc(SCC(=O)O)[nH]c(=O)c23)CO1 | · | -0.03 | -0.27
CC1=NOC(=O)/C1=C/c1ccc2c(c1)OCO2 | 17 | · | ·
Nc1ccc(C(=O)N/N=C/c2ccccc2)cc1 | 18 | 0.76 | 0.87
O=C(O)c1ccc(CNCc2c(Cl)cccc2Cl)cc1 | 46 | 0.65 | 1.7
Cc1nn2c(N3CCN(C(=O)c4ccco4)CC3)cc(C(C)(C)C)nc2c1-c1ccc(Cl)cc1 | -59 | 1.1 | 1.2
CCOc1ncccc1C(=O)OCC(=O)N1CCN(S(=O)(=O)c2ccc(Cl)cc2)CC1 | -61 | 0.03 | -0.1
Cc1ccc(N(C(=O)CCl)C(C(=O)NC2CCCCC2)c2cccnc2)cc1C (stereo unspecified) | -163 | -0.58 | -0.31
Nc1nc(SCc2nc3scc(-c4cccs4)c3c(=O)[nH]2)n[nH]1 | -30 | -0.26 | -0.8
Cc1ccc(-c2nnc(SCC(=O)N/N=C/c3ccccc3C(=O)O)n2-c2ccccc2)cc1 | -14 | · | ·
Cc1ccc(N(Cc2cc3cc(C)ccc3[nH]c2=O)S(=O)(=O)c2ccccc2)cc1 | -26 | 0.18 | 0.41

# Exported field by field: entries from further up
Nc1ccc(C(=O)N/N=C/c2ccccc2)cc1
- Insulin prom inh: 18
- sdo1 growth: 0.76
- sdo1 growth Rescue 24 h: 0.87
Cc1ccc(-c2nnc(SCC(=O)N/N=C/c3ccccc3C(=O)O)n2-c2ccccc2)cc1
- Insulin prom inh: -14
- sdo1 growth: ·
- sdo1 growth Rescue 24 h: ·

# New compounds follow:
structure | Insulin prom inh | sdo1 growth | sdo1 growth Rescue 24 h
COc1ccc2c(c1)N(C)C(=O)CC(c1ccccc1)=N2 | · | 1.2 | -0.08
CCN(CC)c1ccc(/C=N/NC(=O)Cc2cccs2)cc1 | 46 | 0.66 | 0.37
CC12CN3CC(C)(CN(C1)C3c1ccc3c(c1)OCO3)C2=O (stereo unspecified) | -438 | 0.13 | 0.09
Cc1ccc(CN2CCC(c3cc(-c4cccs4)n[nH]3)CC2)cc1 | -46 | · | ·
Cn1ncc(Cl)c1C(=O)N/N=C/c1ccccn1 | -15 | 0.57 | -0.11
CCn1nnnc1NC(=O)c1ccc2ccccc2c1 | 9 | · | ·
CCOc1cc(/C=C(\C#N)C(=O)NCc2cccnc2)ccc1O | -24 | · | ·
CCc1ccc(C(=O)/C=C/Nc2ccc(S(=O)(=O)Nc3onc(C)c3C)cc2)cc1 | 41 | 0.43 | -0.16
O=C(c1ccc(COc2ccccc2Br)cc1)N1CCCCCC1 | 12 | · | ·
Cc1ccc(Oc2cnc3ccccc3n2)cc1 | · | 0.12 | -0.27
Cc1scc(C(=O)N/N=C/c2ccc(Cl)s2)c1C | · | -0.86 | -0.74
COC(=O)C1=C(N)OC2=C(C(=O)CC(C)(C)C2)C1c1cccnc1 (stereo unspecified) | 21 | 0.67 | 0.61
Cc1ccc(NS(=O)(=O)c2cccc(C(=O)n3ncc(C#N)c3N)c2)c(C)c1 | · | 0.03 | -0.42
COc1ccc(C2CC(c3ccccc3)=NN2C(=O)COC(=O)c2cnc(Cl)c(Cl)c2)cc1 (stereo unspecified) | 48 | 0.58 | 0.24
CC(C(=O)N1CCCc2ccccc21)N1CCN(S(=O)(=O)c2ccccc2F)CC1 (stereo unspecified) | -50 | -0.43 | -0.47
c1coc(CN(Cc2cccs2)Cc2nnnn2C2CCCCC2)c1 | 19 | -0.62 | -0.68
Clc1ccc(-n2nnnc2-c2ccccc2)cc1Cl | 19 | -0.09 | -0.43
O=C(Nc1ccc2c(c1)OCO2)c1cccc(Cl)c1 | -5 | 0.43 | -0.2
CCC(c1ccccc1)c1nc(-c2cccnc2)no1 (stereo unspecified) | · | 0.2 | -0.05
CC(C)C(=O)NNC(=O)c1ccccn1 | 0 | 0.47 | 0.94
CCCOc1ccc(NCC(=O)Nc2ccc(C)cc2C)cc1 | 62 | -0.69 | -0.92
O=C(/C=C/c1cccc([N+](=O)[O-])c1)NCCSCc1ccc(Cl)cc1Cl | 3 | -0.86 | 0.13
COc1ccc2c(c1)c(C(O)CN1CCC3(CC1)OCCO3)c(C)n2C (stereo unspecified) | -50 | -0.24 | -0.67
COc1ccc(CNC(=O)CCCOc2cc(=O)n(C)c3ccccc23)cc1 | · | 0.96 | 0.25
O=C(CCn1c(=O)[nH]c2ccsc2c1=O)NCCc1ccc(Cl)cc1 | 23 | 0.38 | -0.64
CC(=O)c1c(C(C)=O)c(C)n(-c2ccc(C)c(NC(=O)c3ccccc3Cl)c2)c1C | 13 | -0.47 | -0.55
Cc1c(C(=O)OCC2CCCO2)[nH]c2c1C(=O)CC(c1ccco1)C2 (stereo unspecified) | -18 | -0.51 | 0.02
CCN1CCCC1CNC(=O)C1c2cc(OC)c(OC)cc2C(=O)N(C)C1c1cccnc1 (stereo unspecified) | 60 | 0.22 | 0.16
COc1ccc(C)cc1S(=O)(=O)NCCc1ccccc1 | 10 | -0.78 | -1.3
COc1ccc(NC(=O)c2cccc(OS(=O)(=O)N(C)C)c2)cc1 | 41 | · | ·
Cc1nc(N2CCN(S(=O)(=O)c3ccccc3)CC2)c2cc(-c3ccccc3)sc2n1 | -81 | -1.8 | -1.9
COc1cccc(Cn2cccc(NC(=O)Nc3ccc(C#N)cc3)c2=O)c1 | -46 | -0.4 | -0.56
Cc1ccc(C(=O)O/N=C(/c2nonc2N)N(C)C)cc1 | · | -1.2 | -0.21
O=S(=O)(NCCSc1nnc(-c2ccco2)n1-c1ccccc1)c1ccccc1 | -10 | -0.02 | -0.15
Cc1cccc(NC(=S)Nc2ccccn2)c1C | · | -0.51 | -0.14
Cc1occc1C(=O)N1CCN(C(=O)C2CCCO2)CC1 (stereo unspecified) | 3 | 1.3 | 0.48
CC1=CC(C)(C)Nc2ccccc21 | -25 | 0.3 | 0.67
CC(=O)N1CCC(N(CCCOC(C)C)C(=O)Nc2ccc(C)c(C)c2)CC1 | -31 | 0.65 | 0.57
CN(C)CCCN1C(=O)c2oc3ccc(F)cc3c(=O)c2C1c1cccnc1 (stereo unspecified) | · | 0 | -0.38
CCCCn1c(SCC(=O)c2ccc3c(c2)OCCO3)nnc1-c1ccoc1C | · | -0.74 | -0.18

# (more compounds)
# The line under a structure holds: Insulin prom inh	sdo1 growth	sdo1 growth Rescue 24 h
C=CCNC(=S)NNC(=O)COc1ccc(Cl)cc1Cl
 : ·	-2	-1.5
Cn1c(=O)c2[nH]c(-c3ccccc3)nc2n(C)c1=O
 : 24	0.95	0.83
Cc1ccc(-n2c(SCC(=O)N3CCOCC3)nnc2-c2cccnc2)cc1C
 : -29	-0.29	-1.6
COc1ccc(C(O)c2nccn2Cc2ccccc2)cc1OC (stereo unspecified)
 : -20	0.58	-0.02
CCCCNC(=O)Cn1c(-c2ccc(OC)cc2)noc1=O
 : ·	0.35	-0.67
O=C(Nc1cc(C(F)(F)F)ccc1N1CCOCC1)c1n[nH]c(=O)c2ccccc12
 : -19	-0.27	1.2
Cc1cc(C)c(NC(=O)CSc2nnc(Cc3cccn3C)n2-c2ccc(F)cc2)c(C)c1
 : 10	-1.1	-1.3
O=S(=O)(Nc1ccc(Cl)cc1)c1ccc(N2CCOCC2)c(NC(=S)NC2CC2)c1
 : -60	·	·
O=C(COC(=O)c1ccc(NS(=O)(=O)c2ccc(Br)s2)cc1)NC1CCCC1
 : -14	·	·
CCOc1ccc(C(C)(N)C(=O)O)cc1 (stereo unspecified)
 : -14	-0.32	-0.56

# Some of these compounds in order of number of heavy atoms, rising:
# The line under a structure holds: Insulin prom inh	sdo1 growth	sdo1 growth Rescue 24 h
CCOc1ccc(C(C)(N)C(=O)O)cc1 (stereo unspecified)
 : -14	-0.32	-0.56
Cn1c(=O)c2[nH]c(-c3ccccc3)nc2n(C)c1=O
 : 24	0.95	0.83
CCCCNC(=O)Cn1c(-c2ccc(OC)cc2)noc1=O
 : ·	0.35	-0.67
COc1ccc(C(O)c2nccn2Cc2ccccc2)cc1OC (stereo unspecified)
 : -20	0.58	-0.02
O=C(COC(=O)c1ccc(NS(=O)(=O)c2ccc(Br)s2)cc1)NC1CCCC1
 : -14	·	·
O=C(Nc1cc(C(F)(F)F)ccc1N1CCOCC1)c1n[nH]c(=O)c2ccccc12
 : -19	-0.27	1.2

# (continued)
# The line under a structure holds: Insulin prom inh	sdo1 growth	sdo1 growth Rescue 24 h
CC(=O)c1cccc(NC(=O)COC(=O)COc2ccc(Cl)cc2)c1
 : 40	·	·
O=C(CN(Cc1cccs1)C(=O)CN1C(=O)COc2ccccc21)NCc1ccco1
 : 8	1.7	0.97
C=CCOC(=O)/C(=C\C=C\c1ccccc1)NC(=O)c1ccccc1
 : 29	-0.72	-1.1
Cc1cc(C)n(-c2nc(Nc3ccccc3)nc(-n3nc(C)cc3C)n2)n1
 : 6	-0.86	-0.23
CCSc1nnc(NC(=O)c2nn(C(C)C)c(=O)c3ccccc23)s1
 : -226	-0.77	-0.35
O=C(NCc1cccs1)C1CCC(CNS(=O)(=O)c2ccccc2)CC1 (stereo unspecified)
 : -27	·	·
COc1ccc(-c2cn(-c3ccc(Br)cc3)c3[n+]2CCS3)cc1
 : 50	0.38	-0.04
Clc1ccc(-c2nnc(SCc3nc(-c4ccccc4)no3)o2)cc1
 : ·	-0.87	-0.87
COc1cc(C(=O)NCCOc2ccccc2C)c(Br)c(OC)c1OC
 : -28	-0.27	-0.56
CC1(C)CC(=O)C2=C(C1)N(c1ccc(F)cc1)C(N)=C(C#N)C2c1cccs1 (stereo unspecified)
 : -26	-0.61	-0.73
O=C(O)/C=C/c1coc2ccccc2c1=O
 : 17	1.6	1.7
Cc1ccc(NS(=O)(=O)c2cccc(C(=O)OCC(=O)NCc3ccco3)c2)cc1
 : -9	-0.31	-0.12
CC(C)CC(NC(=O)c1ccc(Cl)cc1Cl)C(=O)O (stereo unspecified)
 : 3	2	2.2
Cc1cc(Cl)ccc1NC(=S)N1CCN(Cc2ccc3c(c2)OCO3)CC1
 : 11	-1.3	-0.6
C/C(=N\n1c(C)cc(C)c(C#N)c1=O)c1cccs1
 : 2	0.63	2.1
CN(C)c1ccc(C(=O)Nc2ccc(S(=O)(=O)NC3=NCCCCC3)cc2)cc1
 : -54	·	·
Cc1ccn2cc(-c3cccc(NC(=O)C(C)C)c3)nc2c1
 : 0	·	·
Cc1ccc(-c2nn(-c3ccccc3)cc2C2SCC(=O)N2Cc2ccccc2)o1 (stereo unspecified)
 : ?	-1.4	-1.1
c1ccc(-c2nnc(CN3CCCc4ccccc43)o2)cc1
 : -17	-1	-1.3

# Only part of the results is shown, so the mix of outcomes need not match the whole.
